FAS-TE inh: FAS thioesterase domain inhibitors, primary screen, biochemical, fluorescence intensity, uHTS | Fatty acid synthase (Homo sapiens), P49327 | recombinant FAS-TE, OMFH fluorogenic substrate, fluorescence endpoint | inhibition, % at 15 µM | 360,000 tested, 0.67% active;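 active = compounds whose normalised, plate-corrected inhibition of enzyme fluorescence in the single-dose primary screen is 50% or more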;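 note: 0% = DMSO with enzyme and 100% = substrate without enzyme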
Neddyl block: inhibitors of cullin neddylation, primary screen, biochemical, TR-FRET, uHTS, NAE and Ubc12. 360,000 tested, 0.58% active. calls only at 25 µM. NEDD8-conjugating enzyme Ubc12 (Homo sapiens) + NEDD8-activating enzyme E1 regulatory …; in the data active = inhibition above about 36%
MT1-MMP act inh: blockers of MT1-MMP proenzyme processing, primary screen, HT1080 RFP-PRO-GFP cells, GFP/RFP fluorescence; GFP/RFP ratio change, % at 20 µM; GFP/RFP ratio fluorescence, overnight; percent of plate control window, DMSO zero; Matrix metalloproteinase-14 (Homo sapiens), P50281; 360,000 tested, 0.061% active;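 active = GFP/RFP ratio change of at least 30% with cell ATP level not reduced by more than half and red fluorescence within 50% of control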; note: strong numbers were not always called active
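Assay system: HT1080 cells carrying an RFP-PRO-GFP reporter | Dosing: Single dose of 20 µM compound, 1% DMSO final | Incubation: Cells overnight before dosing, compound overnight, 37 °C, 5% CO2 | Evaluation: GFP/RFP fluorescence ratio | Control set: DMSO and RFP-L50D-GFP cell wells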
SKN-1 block: suppressors of acrylamide-induced Pgst-4::GFP reporter in worms, primary screen, SKN-1 inhibitor project, whole organism, uHTS, GFP/RFP fluorescence ratio, strain VP596; C. elegans VP596 Pgst-4::GFP/RFP ratio, 24 h; AID 624304, 2012; inhibition, % at 21.8 µM; 360,000 tested, 0.49% active;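 active = interference check ratio from 0.5 to 1.5 plus GFP to RFP signal ratio inhibition reaching or exceeding a fixed threshold, cut at about 30% in these data, passing the limit was not always enough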; note: some compounds called inactive have numbers as strong as hits
PABP1 MLLE inh: inhibitors of PABP1 MLLE–PAM2 peptide binding, primary screen, biochemical, fluorescence polarization, FITC-PAM2, GST-MLLE | 360,000 tested, 0.36% active | inhibition, % at 20 µM | AID 588489, 2011 | Polyadenylate-binding protein 1 (Homo sapiens), P11940; in the data active = inhibition above about 35%, passing the limit was not always enough;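 note: plate controls were DMSO wells with GST-MLLE for no effect and wells lacking GST-MLLE protein for full effect; some results filed as inactive read as strong as hits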
Rin1-Abl PPI inh: inhibitors of Rin1-Abl protein binding, primary screen, biochemical, TR-FRET | Tyrosine-protein kinase ABL1 (Homo sapiens) + Ras and Rab interactor 1 (Homo sapiens), … | inhibition, % at 7.35 µM | 360,000 tested, 0.4% active | AID 588664, 2011; in the data active = inhibition above about 5%, passing the limit was not always enough
Rpn11 inh: Rpn11 (PSMD14) deubiquitinase inhibitors, primary screen, biochemical, fluorescence polarization, uHTS. 26S proteasome non-ATPase regulatory subunit 14 (Homo sapiens), O00487. human 26S proteasome, Ub4-pepOG fluorescence polarization; 20S core pre-blocked with epoxomicin. AID 588493, 2011. 360,000 tested, 0.59% active. calls only at 20 µM;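 active = inhibition at 20 µM, scaled to each plate's controls, above about 33%, limit read from the data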
Target sequence (O00487 whole entry, looked up): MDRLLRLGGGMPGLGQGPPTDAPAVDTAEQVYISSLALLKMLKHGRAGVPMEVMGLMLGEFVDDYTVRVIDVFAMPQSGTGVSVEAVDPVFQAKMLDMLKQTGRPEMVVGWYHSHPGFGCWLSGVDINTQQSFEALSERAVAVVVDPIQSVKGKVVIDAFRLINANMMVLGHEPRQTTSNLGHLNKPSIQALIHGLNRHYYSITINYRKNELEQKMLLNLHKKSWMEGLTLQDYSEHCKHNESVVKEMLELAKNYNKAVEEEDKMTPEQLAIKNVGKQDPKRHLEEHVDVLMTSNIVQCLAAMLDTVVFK
CSN deneddyl inh: inhibitors of CSN-mediated cullin deneddylation, primary screen, biochemical, fluorescence polarization, uHTS. COP9 signalosome complex subunit 5 (Homo sapiens), Q92905. Purified CSN, SCF-Nedd8-OG deneddylation. inhibition, % at 12.5 µM. 360,000 tested, 0.38% active;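 active = pattern-corrected inhibition above about 35%, with an unprinted fluorescence ratio check between 0.5 and 1.5, limit read from the data, passing the limit was not always enough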;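 note: 0% = enzyme with substrate and 100% = substrate without enzyme; some results filed as inactive read as strong as hits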
Target sequence (Q92905 whole entry, looked up, one chain of several): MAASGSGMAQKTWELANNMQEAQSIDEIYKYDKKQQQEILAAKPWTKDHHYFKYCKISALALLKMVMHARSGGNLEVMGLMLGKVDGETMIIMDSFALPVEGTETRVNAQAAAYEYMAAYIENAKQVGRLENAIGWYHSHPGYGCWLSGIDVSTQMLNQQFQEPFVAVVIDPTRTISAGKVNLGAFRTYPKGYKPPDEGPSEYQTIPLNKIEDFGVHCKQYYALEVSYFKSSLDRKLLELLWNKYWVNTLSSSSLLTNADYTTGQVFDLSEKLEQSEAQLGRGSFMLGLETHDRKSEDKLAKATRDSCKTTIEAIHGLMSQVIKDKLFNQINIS
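Assay system: Purified human Csn5 enzyme expressed in HEK293T cells | Amount: Enzyme 0.24 nM | Measured by: Fluorescence polarization readout | Medium: Tris/NaCl/DTT buffer, pH 7.5 | Compound dosing: One concentration, 12.5 µM, 0.25% DMSO | Times: 90 min incubation of compound, enzyme and substrate at room temperature | Control set: no-enzyme wells high, enzyme-with-substrate wells low | Read-out: % inhibition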
NadD inh: inhibitors of S. aureus NadD, primary screen, biochemical, colorimetric, uHTS; Nicotinate-nucleotide adenylyltransferase NadD (Staphylococcus aureus N315); purified NadD enzyme, colorimetric absorbance read-out; inhibition, % at 20 µM; 360,000 tested, 0.78% active; AID 602399, 2012; in the data active = inhibition above about 26%; note: some compounds past the cut are filed as inactive
* marks the source's active call; other numbers are inactive results; i = inactive; nt = no result given.

SMILES	FAS-TE inh	Neddyl block	MT1-MMP act inh	SKN-1 block	PABP1 MLLE inh	Rin1-Abl PPI inh	Rpn11 inh	CSN deneddyl inh	NadD inh
O=C(O)c1ccc(C2NCC(c3ccccc3Cl)c3c2[nH]c2ccccc32)cc1 (centres undefined)	1	i	8	5	-5	0	i	-11	2
CCOC(=O)c1cc(-c2ccc(OC)cc2)nc2c1c(C)nn2CCC#N	22	nt	0	9	2	-6	i	3	-6
CCCCN(C(=O)CN(C)CC(=O)Nc1cccc(OC)c1)c1c(N)n(CCCC)c(=O)[nH]c1=O	-6	i	-1	17	-10	2	i	-1	8
C#C[C@]1(O)CC[C@H]2[C@@H]3CCC4=Cc5oncc5C[C@]4(C)[C@H]3CC[C@@]21C	18	i	2	-13	11	-1	i	9	-4
CCNC(=S)NNC(=O)c1ccccn1	-11	i	2	3	2	-1	i	-2	2
CC1CCN(C(=O)Cn2c(=O)n(Cc3ccc4c(c3)OCO4)c(=O)c3ccccc32)CC1	9	i	6	-11	-9	-3	i	2	-3
CSC1=NCCN1C(=O)c1ccc(S(=O)(=O)N2CCCCC2)cc1	0	i	0	-4	1	3	i	4	1
O=C(N/N=C/c1cccc(F)c1)c1c(O)c2c([nH]c1=O)CCCC2	-11	i	7	3	4	-3	i	-3	0
CC(=O)c1c(C)[nH]c(C(=O)OC2CCOC2=O)c1C (centres undefined)	-6	i	2	4	-6	0	i	1	-3
Cc1ccc(F)cc1NC(=O)C1CC(=O)N(Cc2ccccc2)C1 (centres undefined)	-9	i	0	-4	-72	-1	i	-3	3
COc1ccc(NC(=O)CO/N=C(\C)c2cccs2)cc1	-1	i	1	-6	-2	0	i	2	1
CSCC[C@H](NC(=O)OC(C)(C)C)c1nnc(SCC=C(C)C)o1	1	i	7	-4	-1	-3	i	-7	5
Cc1ccsc1C(=O)NC1CCCCC1C (centres undefined)	-7	i	0	-13	-11	1	i	1	-9
COc1cccc(N(CC(=O)N2CCN(c3ccccc3OC)CC2)S(C)(=O)=O)c1	-8	i	-1	12	-6	2	i	1	3
CC(=O)Nc1ccc(S(=O)(=O)NCC(=O)OCC(=O)NCc2ccc3c(c2)OCO3)cc1	-3	i	-1	15	-28	1	i	-1	2
CC(=O)Oc1ccc(/C=N/NC(=O)C2CCCN2S(=O)(=O)c2ccc(Cl)cc2)cc1 (centres undefined)	-2	i	-1	-1	-111	-1	i	1	10
COc1cc(C(=O)N2CCN(C(=O)c3ccco3)CC2)cc(OC)c1OC	-7	i	-3	24	3	0	i	-2	-3
Cc1c(NC(=O)c2ccco2)cccc1-c1nc2cccnc2s1	0	i	-3	3	-25	-4	i	3	2
Cc1cccc(C)c1N1C(=O)c2ccccc2NC(=O)C1C(=O)Nc1ccc2c(c1)OCCO2 (centres undefined)	nt	i	1	-1	nt	nt	nt	-1	nt
CCOC(=O)c1cccc(NC(=O)COc2ccc([N+](=O)[O-])cc2)c1	30	i	5	14	-3	3	i	-6	-6
CC(=O)Cc1nsc(NC(=O)c2ccc(F)cc2)n1	-6	i	0	-4	28	-3	i	0	1
Cc1ccc(N(CC(=O)NC2CCCCC2)S(=O)(=O)c2c(C)noc2C)cc1	1	i	2	13	-1	2	i	0	8
CC(=O)Nc1nc(C)c(Oc2ccccc2)c(=O)[nH]1	-6	i	1	15	12	-1	i	-5	1
c1ccc(N2CCN(c3ncnc4scc(-c5cccs5)c34)CC2)cc1	28	i	-6	-2	8	4	i	2	2
Cc1ccc(S(=O)(=O)N(CC(=O)NCc2ccco2)Cc2ccc(F)cc2)cc1	2	i	0	9	1	2	i	-4	-3

The final 2 records of the part before are carried over, then new ones follow.
SMILES	FAS-TE inh	Neddyl block	MT1-MMP act inh	SKN-1 block	PABP1 MLLE inh	Rin1-Abl PPI inh	Rpn11 inh	CSN deneddyl inh	NadD inh
c1ccc(N2CCN(c3ncnc4scc(-c5cccs5)c34)CC2)cc1	28	i	-6	-2	8	4	i	2	2
Cc1ccc(S(=O)(=O)N(CC(=O)NCc2ccco2)Cc2ccc(F)cc2)cc1	2	i	0	9	1	2	i	-4	-3
Cc1cc(C)cc(NC(=O)CN2C(=O)C3CC=CCC3C2=O)c1 (centres undefined)	-7	i	-3	4	-13	3	i	-4	5
CCOC(=O)CC1C(=O)NCCN1C(=O)COc1ccc(Br)cc1C (centres undefined)	-10	i	1	15	2	-1	i	-1	-3
COc1ccc(CCN2CC(C(=O)OC(C)C(=O)Nc3cccc(Cl)c3)CC2=O)cc1OC (centres undefined)	-5	i	2	1	11	1	i	-4	1
COC(CNS(=O)(=O)c1ccc(S(=O)(=O)NC2CC2)cc1)OC	-2	i	1	16	2	-2	i	2	-1
O=C(CCCOc1ccc(Cl)cc1Cl)NCCc1nnc2ccccn12	-5	i	3	14	-3	2	i	6	-5
Cn1c(SCC(=O)Nc2sc3c(c2C#N)CCC3)nnc1C1COc2ccccc2O1 (centres undefined)	10	i	-3	25	-36	-10	i	9	8
CC(C)N=C1NN=C(c2cccs2)CS1	-8	i	0	-8	6	2	i	5	4
Cc1onc(-c2ccccc2)c1C(=O)N=C(N)c1ccc(C(F)(F)F)cc1	-6	i	3	10	-12	0	i	2	-4
Cc1ccc(NC(=O)CSCC(=O)N(CCC(C)C)c2c(N)n(Cc3ccccc3)c(=O)[nH]c2=O)cc1	4	i	1	6	-16	2	i	-9	3
Nc1nc(Cl)cc(Oc2ccccc2F)n1	-4	i	-1	-4	13	-4	i	-7	-5
CCc1ccc(NC(=O)[C@H](C)NC(=O)C2CCN(C(=O)[C@@H](N)CC(C)C)CC2)cc1	-5	i	1	-9	5	0	i	3	-8
O=C(CCc1nc2ccccc2c(=O)[nH]1)N1CCN(S(=O)(=O)c2cccc(F)c2)CC1	-3	i	-3	5	-9	0	i	2	0
C#CCN1C=CC(=O)[C@@H](OC(=O)NCCC)[C@H]1c1ccccc1Br	-2	i	1	-7	8	0	i	-2	3
CCOc1ccc(N2C(=O)c3ccccc3NC2(C)CC)cc1 (centres undefined)	-7	i	4	0	8	-1	i	0	-3
CCCN1CCN(C(=O)C2CCN(S(=O)(=O)c3ccc4c(c3)oc(=O)n4C)CC2)CC1	-2	i	0	5	-10	2	i	5	4
COc1cccc(CC(=O)NNC(=O)c2ccc3c(c2)OCO3)c1	-6	i	0	-2	-5	1	i	1	0
COc1ccc2c(c1)c(=O)oc1c(C)c(OCC(=O)N3CCc4ccccc4C3)ccc12	19	i	-4	-1	-13	-3	i	36*	12
CC(=O)N1Cc2ccccc2C(C)CC12CCCCC2 (centres undefined)	-4	i	4	6	8	2	i	-5	-1
CC(CCCC(C)(C)O)CC1C2=C(CCCC2=O)OC2=C1C(=O)CCC2 (centres undefined)	-3	i	-1	-4	2	-7	i	-3	-6
CN(CCCCCC(=O)/C=N/O)Cc1ccccc1	-13	i	7	10	-1	1	i	-7	-4
COc1ccc(C(CNC(=O)c2ccc(-c3cccc(C(F)(F)F)c3)o2)N2CCOCC2)cc1 (centres undefined)	24	i	-1	16	-1	2	i	7	-8
CCCOC(=O)c1ccc(NC(=O)c2nc3nc(C)cc(C)n3n2)cc1	0	i	7	-3	8	-1	i	-1	-3
CC1(C)CC(C#N)(N2CCOCC2)CCO1 (centres undefined)	-12	i	4	10	4	-2	i	3	6
CC1(C)NC(=O)N(CNc2cc(Cl)ccc2Cl)C1=O	-3	i	-4	14	3	1	i	-1	9
CC(C)(C)c1ccc(/C=C/C(=O)N2CCc3ccccc3C2)cc1	18	i	-4	-8	-2	3	i	-2	-4
Next entries:
SMILES	FAS-TE inh	Neddyl block	MT1-MMP act inh	SKN-1 block	PABP1 MLLE inh	Rin1-Abl PPI inh	Rpn11 inh	CSN deneddyl inh	NadD inh
COC(=O)/C(=C\c1c[nH]c2ccccc12)NC(C)=O	-9	i	-2	-20	-1	0	i	9	-3
Cn1c(N)c(C(=O)COC(=O)C(Cc2ccccc2)NC(=O)c2ccccc2)c(=O)n(C)c1=O (centres undefined)	1	i	0	18	-11	1	i	-4	-7
Cc1c(C(=O)OCC(=O)c2c(N)n(CC(C)C)c(=O)n(C)c2=O)oc2ccccc12	44	i	4	9	4	-4	i	3	-2
COCCCNc1nc(-c2ccncc2)nc2ccccc12	-11	i	2	-14	1	-6	i	0	-4
COc1cccc(NC(=O)c2ccc3nc(C)c(N(C)Cc4ccc(NC(C)=O)cc4)n3c2)c1	-1	i	-1	12	-7	-1	i	2	1
COc1ccc(CCNC(=O)C2CC3Cn4c(nc5cc(C)c(C)cc54)C3N2C)cc1 (centres undefined)	-8	i	3	-2	-4	5	i	-1	-1
CC(=O)O/N=C1\C(=O)N(Cc2ccc(C)cc2)c2ccccc21	-139	i	-8	7	3	1	i	-12	2
Cc1ccc(NC(=O)C(C)Sc2nnc(C3CC3)n2C2CC2)cc1S(=O)(=O)N1CCOCC1 (centres undefined)	-5	i	-8	-5	-5	0	i	-4	3
CS(=O)(=O)N1CCC(C(=O)Nc2cccc(Cl)c2Cl)CC1	-5	i	-4	6	-1	-2	i	-3	-5
COc1ccc(/C=C/C(=O)Nc2ccc(S(=O)(=O)N3CCOCC3)cc2)c(OC)c1	13	i	8	-7	-23	-1	i	4	-2
CC(=O)Nc1ccc(OC(=O)C(CCS(C)(=O)=O)N2C(=O)c3ccccc3C2=O)cc1 (centres undefined)	-2	i	3	13	8	2	i	-1	-1
CCOCc1nnc(NC(C)=O)s1	-14	i	-6	-9	8	4	i	-2	4
Cc1cccc2cc(CN(Cc3ccc(F)cc3)C(=O)C(F)(F)F)c3nnnn3c12	32	i	-3	-1	5	2	i	-4	-3
Cc1nc(-c2ccccc2)cn(O)c1=O	3	i	-4	4	11	-2	i	2	2
COc1ccccc1NC(=O)N(C1CCCC1)C1CCN(C(C)=O)CC1	-6	i	0	-5	-6	1	i	-4	1
O=C(Cn1nc(-c2ccccc2)ccc1=O)NCc1ccc2c(c1)OCO2	-2	i	3	-2	-10	0	i	-3	0
O=C(O)CCC(=O)N1CCN(c2nc(-c3ccccc3)c3ccccc3n2)CC1	-8	nt	1	-6	0	3	i	4	-1
O=C(CCS(=O)(=O)c1ccc2c(c1)NC(=O)CS2)NCc1cccs1	-2	i	nt	11	-3	-5	i	2	9
Oc1ccc(/C(Cc2ccc3ccccc3n2)=N\Nc2ccccc2)c(O)c1	12	i	-6	-1	-9	1	i	7	13
COc1ccccc1CCNC(=O)CNC(=O)c1ccc2ccccc2c1	0	i	-4	-2	-4	0	i	0	-2

Compound activity from PubChem.
